Screening data: PubChem, several laboratories
ssDAF12 agonist = S. stercoralis DAF-12 activation, primary screen; activation, % at 6.8 µM; hit rate 1% among 370,000; HEK293 ssDAF-12/GRIP1 lit1-tk-luc reporter, luminescence; % of 3 µM dafachronic acid response;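 active means activation above the mean over all tested compounds plus 3 SD, cut at about 0.9% in these data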;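 further: 0% = DMSO-only wells and 100% = 3 µM delta7-dafachronic acid wells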
DAX1 inh-1 = NR0B1 (DAX1) inhibition | P51843 | AID 504766 | hit rate 0.99% among 340,000 | inhibition, % at 6.75 µM | HEK293 Gal4-DAX1 luciferase reporter, luminescence;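 active means inhibition above the mean over all tested compounds plus 3 SD, cut at about 4.2% in these data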;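 further: 0% = DAX1-transfected cells with DMSO and 100% = empty-vector control cells with DMSO; inhibition shows as a rise in luminescence from relieved DAX1 repression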
Rev-erbA mod = Rev-erb alpha (human) modulation; AID 1259318; activity, % at 10 µM; hit rate 0.79% among 370,000; Rev-erbα–FITC-DNA binding, fluorescence polarization, 90 min; P20393;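 active means activity above about 14%, limit read from the data; passing the limit was not always enough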;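 further: 0% = DMSO wells with 35 nM protein and 100% = DMSO wells with 750 nM protein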
Target sequence (P20393 whole entry, looked up): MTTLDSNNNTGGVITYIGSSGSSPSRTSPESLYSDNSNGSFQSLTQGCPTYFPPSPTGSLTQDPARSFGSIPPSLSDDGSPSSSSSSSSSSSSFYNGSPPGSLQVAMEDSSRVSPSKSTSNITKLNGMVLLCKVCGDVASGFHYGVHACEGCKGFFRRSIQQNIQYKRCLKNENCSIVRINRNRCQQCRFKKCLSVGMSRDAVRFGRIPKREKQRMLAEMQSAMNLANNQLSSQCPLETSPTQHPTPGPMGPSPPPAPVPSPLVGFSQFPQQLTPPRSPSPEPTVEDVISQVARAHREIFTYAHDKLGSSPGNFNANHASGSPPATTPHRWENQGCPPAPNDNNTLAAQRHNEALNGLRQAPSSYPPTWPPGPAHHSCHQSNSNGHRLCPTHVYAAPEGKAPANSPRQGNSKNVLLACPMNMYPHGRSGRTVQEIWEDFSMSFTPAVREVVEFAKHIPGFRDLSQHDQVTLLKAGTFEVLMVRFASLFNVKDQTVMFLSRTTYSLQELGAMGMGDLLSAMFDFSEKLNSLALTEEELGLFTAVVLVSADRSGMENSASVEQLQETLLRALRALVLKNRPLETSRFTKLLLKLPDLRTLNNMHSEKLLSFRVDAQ
GAA850 FXN act = activators of GAA850 frataxin (FXN) promoter | HEK293 lucGAA850 FXN promoter luciferase reporter, 24 h; percent of 10 µM SAHA response | activation, % at 6 µM | hit rate 0.56% among 360,000 | AID 540364;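 active means activation above the average of all compounds screened plus 3 SD, cutoff fixed separately per campaign, cut at about 7.5% in these data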;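 further: 0% = DMSO wells and 100% = 10 µM SAHA wells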
PG9 binder = PG9 antibody binding by small molecule | TR-FRET gp120-PG9 antibody binding | hit rate 0.43% among 360,000 | inhibition, % at 6.7 µM; in the data active means inhibition above about 8.5%
sPLA2-III inh = Inhibits HGIII-sPLA2 liposome hydrolysis, primary screen; Q9NZ20; QFRET BODIPY PC-A2 liposome hydrolysis, fluorescence; inhibition, % at 12.2 µM; hit rate 0.56% among 370,000;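 active means inhibition above mean plus 3 SD of compounds lying within the high and low control bounds, cut at about 19% in these data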;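 further: 0% = median of test compound wells and 100% = no enzyme DMSO wells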
Target sequence (Q9NZ20 whole entry, looked up): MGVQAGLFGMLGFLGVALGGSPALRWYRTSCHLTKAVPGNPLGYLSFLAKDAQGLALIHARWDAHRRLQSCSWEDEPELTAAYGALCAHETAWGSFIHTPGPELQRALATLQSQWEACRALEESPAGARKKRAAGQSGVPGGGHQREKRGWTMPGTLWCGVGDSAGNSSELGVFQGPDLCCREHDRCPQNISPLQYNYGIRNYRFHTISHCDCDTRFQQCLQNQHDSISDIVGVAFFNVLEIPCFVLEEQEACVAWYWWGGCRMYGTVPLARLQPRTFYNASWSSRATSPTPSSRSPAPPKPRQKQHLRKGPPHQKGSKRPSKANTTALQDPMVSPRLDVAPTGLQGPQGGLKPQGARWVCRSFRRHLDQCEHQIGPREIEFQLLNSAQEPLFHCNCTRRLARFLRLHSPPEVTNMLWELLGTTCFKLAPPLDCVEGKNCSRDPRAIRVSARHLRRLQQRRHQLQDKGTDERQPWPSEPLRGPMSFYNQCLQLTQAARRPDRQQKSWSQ
hcDAF-12 act = activates DAF-12 receptor from parasite H. contortus | hit rate 1.4% among 370,000 | HEK293 hcDAF-12 lit1-tk-luc reporter, luminescence; 0% DMSO, 100% Δ7-dafachronic acid | activation, % at 6.8 µM;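 active means activation above the mean of all tested compounds plus 3 SD, cut at about 5.5% in these data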;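 further: 100% = response to 3 µM Δ7-dafachronic acid high control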
DAX1 inh-2 = blocks DAX1 repression of SF-1 activated StAR promoter; inhibition, % at 6.8 µM; hit rate 1.1% among 370,000; AID 652010; HEK293T StAR-luciferase reporter, SF-1/DAX-1 repression relief;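 active means inhibition above the mean over all tested compounds plus 3 SD, cut at about 3.6% in these data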;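 further: 0% = DAX-1 cells with DMSO and 100% = cells lacking DAX-1 with DMSO; higher inhibition means more luminescence from relief of DAX-1 repression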
SMARCA2 act = increases SMARCA2 function in MMTV reporter cells; MG213 cells, MMTV-luciferase reporter, dexamethasone, overnight; AID 652017; activation, % at 9.1 µM; hit rate 1% among 370,000; in the data active means activation above about 7.8%;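 further: 0% = vehicle wells and 100% = reference activator wells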
hgDAF-12 ag = activates the H. glycines DAF-12 receptor ligand-binding domain | HEK293 GAL4-hgDAF12 UAS-luciferase reporter, agonist luminescence; normalized to butyrate control | activation, % at 6.8 µM | hit rate 1.8% among 370,000 | AID 687014;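 active means activation above a cutoff set at the mean of all screened compounds plus 3 SD, cut at about 10% in these data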;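 further: 0% = DMSO wells and 100% = sodium butyrate wells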
PLC-beta3 inh = inhibitors of human phospholipase C beta3; Q01970; AID 720704; inhibition, % at 12.2 µM; hit rate 0.18% among 370,000; Purified PLC-beta3, fluorogenic substrate, fluorescence; in the data active means inhibition above about 11%;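 further: 0% = median of compound wells on plate and 100% = full blocker control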
Starred values were filed as active, the others as inactive; · = not tested or not shown; & = joins results of further samples.

SMILES | ssDAF12 agonist | DAX1 inh-1 | Rev-erbA mod | GAA850 FXN act | PG9 binder | sPLA2-III inh | hcDAF-12 act | DAX1 inh-2 | SMARCA2 act | hgDAF-12 ag | PLC-beta3 inh
Cc1ccc(S(=O)(=O)N(C(=O)c2ccncc2)c2ccc3oc4c(c3c2)CCCC4)cc1[N+](=O)[O-] | -0.7 | 1.2 | 10 | -0.4 | -1.3 | -18 | -0.6 | 0.4 | 0 | -2.4 | 0
CC(C)C[C@@H](CN1CCCC1CN1C(=S)NC[C@@H]1Cc1ccc(O)cc1)N1C[C@H](Cc2ccc(O)cc2)N(CCc2ccccc2)C1=S (some centres not stated) | -1.6 | -1.8 | -1 | -3.7 | 0.8 | -16 | 0.1 | -0.3 | -7 | -1.9 | 6
Cc1ncc([N+](=O)[O-])n1CC(=O)NC1CCCCC1 | -1.1 | 2.2 | -2 | -1.2 | -2.0 | 16 | 0.3 | 0.0 | -2 | 0.6 | 3
Cc1c(C(=O)Nc2ccccc2)oc2c1C(=O)CC(C)(C)C2 | -0.7 | 0.7 | 3 | 1.3 | 0.4 | 4 | -0.6 | 0.4 | 1 | 2.8 | 0
Nc1ccc(C(=O)O)cc1S(=O)(=O)O | -0.9 | 0.4 | 3 | 1.3 | -2.3 | 6 | -0.1 | 0.3 | 2 | 3.0 | -9
Cc1cc(C(=O)Nc2cccc3c2O[C@@H](CN(C)S(C)(=O)=O)[C@H](C)CN([C@@H](C)CO)C3=O)n(C)n1 | -0.7 | 1.6 | -1 | -0.5 | -0.2 | 3 | 0.6 | 0.2 | 1 | -0.2 | 0
COc1ccccc1NC(=O)Nc1ccc(S(=O)(=O)Nc2onc(C)c2C)cc1 | -1.5 | 0.7 | -5 | -0.5 | -2.4 | -17 | 0.6 | 1.8 | 8.2* | -0.5 | -4
CCCc1nnc(NC(=O)c2cccs2)s1 | -0.5 | -0.2 | 0 | 5.1 | 0.1 | 5 | 1.8 | 0.0 | 0 | 6.4 | -4
CCOc1ccccc1N1CCN(C(=O)c2cccs2)CC1 | -1.3 | 2.9 | 3 | 0.1 | 3.1 | -1 | -1.1 | 0.0 | -3 | -1.4 | -7
CCc1c(-c2cccc(OC)c2)ncn1CCc1ccccc1OC | -1.6 | · | 1 | · | -3.1 | -5 | 0.6 | -2.7 | -2 | 0.7 | 1
CCOC(=O)c1[nH]c(C(=O)O)c(CCC(=O)OC)c1C | -1.1 | -0.6 | 1 | 0.8 | 3.8 | 6 | -0.4 | 0.1 | -2 | -2.0 | -2
Cc1cc(C)c2c(n1)sc1c(=O)n(CC(=O)c3ccccc3)cnc12 | -0.7 | 0.6 | -1 | -0.2 | -1.2 | -14 | 0.1 | 0.1 | -1 | -0.8 | -4
CC(=O)NC(C(=O)OCC(=O)N(c1ccccc1)c1ccccc1)C(C)C (configuration not stated) | -0.6 | -0.6 | 5 | -0.4 | 2.8 | 6 | -3.1 | -0.2 | -6 | 0.6 | -10
O=S(=O)(c1ccc(F)cc1)c1nc(-c2ccccc2)oc1N1CCOCC1 | -0.5 | -0.5 | -1 | 0.9 | -3.1 | 0 | 0.1 | 0.1 | 3 | 3.1 | -2
O=C(COC(=O)c1ccc(CNS(=O)(=O)c2ccc(F)c(Cl)c2)cc1)NC1CCCCCCC1 | -0.5 | 0.0 | 5 | 0.2 | 1.4 | -4 | 0.5 | 0.2 | -2 | 0.5 | 3
COc1ccc(C=O)cc1COc1ccc2c(c1)OCO2 | -0.8 | 2.6 | 1 | 1.0 | -1.1 | 2 | -2.5 | 2.4 | 2 | 0.3 | -7
CCCCSc1nc(O)c(Cc2ccccc2)c(=O)[nH]1 | -0.9 | -0.7 | 0 | 1.0 | 0.0 | -4 | -1.3 | 0.2 | -4 | -0.7 | 3
Cc1cc(NC(=O)CSc2ccc3nnc(-c4cccnc4)n3n2)no1 | -1.4 | 0.7 | -4 | -1.8 | 0.9 | 1 | -0.9 | -0.2 | 0 | 0.4 | -45
CC(OC(=O)CCC(=O)c1ccccc1)C(=O)Nc1ccc(F)cc1 (configuration not stated) | -1.2 | 2.4 | -1 | 0.4 | -0.9 | -4 | -0.9 | -0.2 | -1 | -1.2 | -3
Cc1cccc(C(C)C)c1NC(=O)CN(C)Cc1cccc(F)c1 | -1.4 | 0.3 | 5 | 2.1 | -2.2 | 2 | -0.4 | 0.1 | -1 | 3.0 | 0
CC(=O)Nc1ccccc1C(=O)C(=O)Nc1cccc(C(=O)NC2CC2)c1 | -1.4 | 1.6 | 1 | 2.7 | -0.1 | -1 | 1.0 | 1.2 | -2 | 5.0 | 2
COc1ccc(N2C[C@H](C)[C@@H](CC(=O)Nc3ccccc3)C2=O)cc1 | -1.2 | -1.3 | 5 | -0.2 | -1.9 | 6 | 0.3 | 0.0 | -2 | 0.8 | 2
CCOC(=O)N1CCN(C(=O)c2ccc(C#CC3(O)CCCCC3)cc2)CC1 | -0.4 | -2.2 | 1 | 5.2 | -0.2 | 0 | 1.4 | -0.1 | 1 | 2.6 | 0
O=C(Nc1ccccc1)Nc1nnc(-c2cccs2)s1 | -0.2 | 0.5 | 5 | 0.0 | -3.6 | -7 | 6.6* | 1.0 | 1 | 4.3 | -2
COc1cc(NC(=O)c2cccs2)c(OC)cc1NC(=O)c1ccco1 | -2.0 | -2.4 | -7 | 2.7 | -1.9 | -2 | -1.1 | -0.2 | -2 | -3.5 | -5
COC(=O)c1ccccc1NC(=O)c1cn(-c2ccc(C)c(C)c2)c(=O)c2ccccc12 | -1.2 | -1.1 | 42* | 0.6 | 4.3 | 1 | -1.1 | -0.4 | 2 | 1.0 | 4
CC(=O)Nc1ccc(OCC(O)CNC(C)C)cc1 (configuration not stated) | -0.6 | 1.0 | 7&-9 | -0.5 | 0.5 | 1 | -2.6 | -0.3 | -5 | -1.6 | 0
O=C(Nc1ncc(Br)s1)C(Cc1ccccc1)n1cccc1 (configuration not stated) | -1.2 | 0.2 | -2 | -1.4 | 0.2 | -41 | -0.4 | 0.0 | -1 | 1.9 | 1
COc1ccc(NC(=O)CN(C)C(=O)c2cccc(-n3cccc3)c2)cc1 | -0.8 | -0.5 | -27 | -0.4 | -0.2 | -6 | -0.1 | -0.9 | -2 | -1.2 | -2
Cc1ccc(C2=Nc3ccccc3N(C(=O)c3ccccc3)C(C)C2)cc1 (configuration not stated) | -1.5 | -1.2 | 1 | -0.3 | 0.3 | 0 | -1.4 | 0.2 | 1 | 4.0 | 3
CCC1=NN2C(=N)/C(=C/c3ccc(OS(=O)(=O)c4ccccc4)c(OC)c3)C(=O)N=C2S1 | -0.4 | -0.7 | 8 | 2.5 | 2.0 | -25 | -0.2 | -0.1 | 6 | -0.8 | -21
COc1ccc(NC(=O)c2ccc(-c3nn(C)c(=O)c4ccccc34)cc2)cc1 | -1.5 | 0.0 | 6 | -0.7 | -0.9 | -2 | -0.2 | -1.2 | -1 | 1.6 | 4
O=P(OC1CCS(=O)(=O)C1)(c1ccccc1)c1ccccc1 (configuration not stated) | -0.4 | -0.9 | 2 | -0.5 | 2.6 | 10 | -1.2 | 0.4 | -4 | 3.5 | 3
COc1ccc(C(C)=O)cc1COC(=O)CNC(=O)c1ccccc1F | -1.2 | 1.1 | 3 | 1.0 | 0.1 | 5 | -1.6 | -0.9 | -1 | -1.5 | 1
CCn1c(SCC(=O)c2ccc(Cl)cc2)nnc1-c1cccs1 | -1.0 | -0.8 | 7 | -0.7 | -2.9 | -46 | -1.4 | 0.1 | 1 | 2.7 | -9
CCCNC(=O)Nc1cccc(C(=O)OC)c1 | -0.9 | 0.5 | 0 | 1.2 | -2.0 | 21* | -0.8 | -0.2 | -5 | 1.8 | 5
Cc1c(NS(C)(=O)=O)cccc1-c1nc2cccnc2s1 | -0.8 | 0.6 | -2 | 4.2 | -1.4 | -8 | 4.7 | 0.8 | 2 | 8.8 | -13
CC(C)NC(=O)CN(Cc1ccc(F)cc1)C(=O)CCC(=O)Nc1ccccn1 | -1.3 | 0.8 | 4 | 0.4 | -0.9 | 3 | -0.2 | 0.0 | -3 | 1.5 | -5
CC(=O)c1ccc(NC(=O)c2ccc(CNc3c(N4CCCC4)c(=O)c3=O)cc2)cc1 | -0.6 | -0.9 | -4 | 0.1 | -0.1 | 14 | -0.7 | 1.1 | -3 | -1.7 | -10
CC(Sc1n[nH]c(-c2ccccc2F)n1)C(=O)Nc1ccc(S(N)(=O)=O)cc1 (configuration not stated) | -1.1 | -0.3 | 3 | -0.3 | 0.4 | 0 | 1.1 | -0.9 | -1 | 3.1 | 0
Cc1ccnc(NC(=O)c2ccc3c(c2)C(=O)N(CC(C)C)C3=O)c1 | -0.6 | 0.3 | 1 | 4.8 | -1.8 | 3 | 0.7 | 3.7* | 4 | 4.9 | -7
Cc1ccc(S(=O)(=O)N2CN(Cc3ccco3)c3nc4ccccc4nc32)cc1 | -1.0 | 0.3 | 3 | 2.8 | -0.6 | -19 | -0.6 | 0.4 | 0 | -1.8 | -26
COc1cc(NC(=S)NC(=O)c2ccccc2F)ccc1NC(=O)c1ccco1 | -1.0 | -0.2 | -8 | -0.6 | -1.3 | 4 | -2.6 | 0.0 | 0 | 3.5 | -23
CCCCNC(=O)c1onc(CSc2ccc(F)c(F)c2)c1C(=O)NCCCC | -0.2 | -0.3 | 0 | 2.2 | -2.7 | 1 | -0.2 | -0.1 | 0 | -0.4 | 2
CCCc1c(C(=O)NNc2ccc(C)cc2)cnn1-c1ccccc1 | -0.7 | -0.4 | -2 | 1.4 | -0.2 | 7 | 2.2 | 0.1 | 1 | -0.8 | -9
Cc1ccc(NC(=O)Nc2cccc(F)c2)nc1 | 0.0 | 4.8* | 1 | 3.8 | -1.4 | -12 | 2.3 | 1.1 | 5 | 13* | -2
COc1ccc(C2(C)NC(=O)N(CC(=O)Nc3ccc(-c4nc5ccc(C)cc5s4)cc3)C2=O)cc1 (configuration not stated) | 0.1 | · | -7 | 5.1 | -1.6 | -10 | 2.2 | 3.6 | 4 | 19* | -81
Cc1cc(O)cc(O[C@H]2OC(CO)[C@H](O)[C@@H](O)[C@H]2O)c1 (some centres not stated) | -0.9 | -0.5 | 3 | 0.2 | 0.2 | -1 | 2.4 | -0.4 | 1 | 1.8 | -1
O=C(Nc1nnc(C2CC2)s1)c1cncc(Br)c1 | -0.8 | 0.7 | 6 | 3.4 | -1.2 | 8 | 1.2 | 4.8* | 3 | 7.3 | -10
O=C(CCCn1c(=S)[nH]c2cc3c(cc2c1=O)OCO3)NCCc1ccc(Cl)cc1 | -0.7 | 2.1 | 18 | 0.3 | 3.6 | 13 | -0.5 | 0.5 | -2 | 1.1 | -2
C/C(=N/NC(=O)c1ccc2c(c1)OCO2)c1ccc(Br)s1 | 0.9* | 1.2 | -10 | 3.5 | -0.8 | 7 | -0.2 | 0.5 | 4 | 3.2 | 4
Cc1ccc(S(=O)(=O)N2CCN(C(=O)COC(=O)c3ccc(Br)o3)CC2)c(C)c1 | -1.0 | 1.1 | 13 | -1.3 | 1.0 | -6 | -0.5 | 1.1 | -1 | 2.8 | 1
